# Pf apPOL block – Pf-apPOL inhibitors, biochemical, fluorescence; Plasmodium falciparum apicoplast DNA polymerase (apPOL); Recombinant Pf-apPOL, molecular beacon fluorescence, 1.5 h; inhibition, % at 10 µM; actives 0.25% (n = 210,000); AID 1794808, 2022
# mHTT-CaM PPI inh – mutant huntingtin-calmodulin interaction inhibitors – biochemical, AlphaScreen, primary screen; P42858; AlphaScreen His-mHTT/GST-CaM binding, luminescence; inhibition, % at 15 µM; actives 3.6% (n = 190,000);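 note: 0% = both proteins with DMSO and 100% = one protein alone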
# Numbers without * were called inactive; . = no result given; & = joins results of further samples. Cut-off read from the data, not from the text of the source: active = inhibition above about 50%; inactive = the rest. A portion of the library; the hit share may differ from the screen's.
# Every second line gives: Pf apPOL block | mHTT-CaM PPI inh
> CCOc1ccc(/C=c2\sc3nc(=O)c(-c4ccccc4)nn3c2=O)cc1OC
 : -7 | 7
> COc1ccc(C2CC(c3ccco3)=Nc3ccccc3S2)cc1 (configuration not stated)
 : 2 | 34
> Cc1cc2nn(-c3ccccc3)nc2cc1N
 : -2 | 30
> Cc1ccc(NC(=O)CN2C(=O)N/C(=C\c3ccc(Oc4ccc([N+](=O)[O-])cn4)cc3)C2=O)cc1
 : -5 | 12
> N=C1S/C(=C\c2ccc(N3CCOCC3)cc2)C(=O)N1c1ccccc1Cl
 : -12 | 39
> CC(Oc1ccc(Cl)cc1Cl)C(=O)Nc1ccc(F)cc1F (configuration not stated)
 : -2 | -25
> O=S(=O)(N=C(c1ccc(Cl)cc1)N1CCOCC1)c1ccc(Br)cc1
 : -2 | 1
> CC(C)C(=O)Nc1ccc(C2(C(=O)N3CCCC3)CCCCC2)cc1
 : 8 | 13
> Cc1cc(OCC(=O)Nc2c(C)cccc2C)nc(N2CCCCC2)n1
 : -2 | 3
> Cc1cc(C)cc(-c2cncc(C(=O)N3CCOCC3)c2)c1
 : -2 | 0
> O=C(CSc1nnc(Cc2ccccc2)n1-c1ccccc1)c1ccc([N+](=O)[O-])cc1
 : 2 | 6
> CC1(C)OC(=O)C(=Cc2ccc(Br)o2)C(=O)O1
 : 3 | 18
> COc1ccc(OC)c(NC(=O)c2nc(C)oc2C)c1
 : 5 | -8
> Cc1ccc(-c2nn(CC(=O)Nc3ccc(F)cc3)c(=O)c3ccccc23)cc1
 : -11 | -1
> CSC1=C(C#N)C(c2ccc3c(c2)OCO3)C2=C(CCCC2=O)N1 (configuration not stated)
 : -4 | -4
> COc1ccccc1CNC(=O)C(=O)Nc1cc(C)on1
 : -2 | -11
> Clc1ccc(OCc2nnc3c4cnn(-c5ccccc5)c4ncn23)cc1
 : -4 | -2
> O=C(c1cccc(S(=O)(=O)N2CCOCC2)c1)N1CCOCC1
 : -2 | 1
> CCC1(C)CC(C(CCN)c2ccc(C)cc2)CCO1 (configuration not stated)
 : 3 | 1
> O=C(NCc1ccccc1Cl)C1CCN(c2nc3cccnc3s2)CC1
 : 0 | -4
> CCOc1ccc(C(C)NC(=O)CCC(=O)O)cc1 (configuration not stated)
 : -5 | 2
> O=c1c2c(nc3n1CC(O)CS3)-c1ccccc1CC21CCCC1 (configuration not stated)
 : 5 | 1
> CS(=O)(=O)N1CCc2cc(NC(=O)Nc3ccccc3Cl)ccc21
 : -11 | 12
> CC(C)CCNC(=O)C1CCCN(c2cnn(Cc3ccccc3)c(=O)c2)C1 (configuration not stated)
 : -4 | 7
> Cc1ccc(NC(=O)C2CCCN(c3ncc(-c4ccccc4)cn3)C2)cc1 (configuration not stated)
 : -4 | 0
> Cc1ccc2cc3cc(C(=O)N4CCN(C)CC4)oc3nc2c1
 : -5 | 1
> CCCOc1nccnc1N1CCC(N(C)S(=O)(=O)N(C)C)C1 (configuration not stated)
 : 2 | 12
> CC1(C)CC2CC(C)(CN2C(=O)/C(=C/c2ccco2)NC(=O)c2ccc(Cl)cc2)C1 (configuration not stated)
 : 0 | 62*
> Cc1cc(NC(=O)c2cc3c(=O)n4ccccc4nc3s2)ccc1Br
 : -10 | -6
> COc1ccc(C(C)=NOC(=O)c2sc3ccccc3c2Cl)cc1CN1CCOCC1
 : -8 | .
> Cc1c(Cc2ccccc2)c(=O)n2c([nH]c3ccccc32)c1C#N
 : -7 | 8
> O=c1cc(CSc2nc3ccccc3c3nc4ccccc4n23)nc2ccccn12
 : -3 | 1
> c1ccc(-c2nnc(-c3cccnc3N3CCOCC3)o2)cc1
 : -9 | -8
> O=C(NCCc1ccccc1)Nc1ccccc1
 : -6 | -3
> CC(C)(C)OC(=O)COc1ccc2c(=O)c(Oc3ccccc3Br)coc2c1
 : -5 | -32
> CSc1cccc(NC(=O)C(=O)NCc2ccco2)c1
 : 5 | .
> O=C(Nc1ccc(F)cc1)c1n[nH]c(=O)c2ccccc12
 : -2 | 0
> CCc1onc(C)c1C1CCCN1C(=O)Nc1cc(C)cc(C)c1 (configuration not stated)
 : -1 | -3
> O=C(NC1CCc2[nH]c3cc(Cl)cc(Cl)c3c2C1)c1ccc2ncsc2c1 (configuration not stated)
 : -5 | 5
> CCCc1[nH]nc2c1C(c1ccccc1Br)C(C#N)=C(N)O2 (configuration not stated)
 : -23 | 5
> Cn1c(NC(=O)c2ccc([N+](=O)[O-])cc2Cl)cc(=O)n(C)c1=O
 : -4 | -6
> CCn1ncc(Cl)c1C(=O)N1CCCC1c1cccc(F)c1 (configuration not stated)
 : -4 | 0
> O=[N+]([O-])c1c(NCCCO)cc(Nc2ccc(F)cc2)c2nonc12
 : 4 | 7
> Oc1oc(-c2ccccc2)nc1C=Nc1ccc(Cl)cc1
 : 0 | 0
> CN(C)c1ccc(CC(C#N)C#N)cc1
 : -7 | .
> Cc1nc2oc(C(=O)c3ccccc3)c(N)c2c2c1COC(C)(C)C2
 : -3 | -2
> CC(=O)NCc1csc(C2CCN(C(=O)c3cccc(Br)c3)CC2)n1
 : -5 | 6
> COc1cc(C(=O)NCCc2ccccc2)cc(OC)c1OC
 : -9 | -8
> COc1ccc(Oc2nnc(C)c3ccccc23)cc1
 : -6 | 1
> Cc1ccc(S(=O)(=O)N=C2C=CC(=O)C=C2)cc1
 : -5 | 46
> CCN(CC)C(=O)c1ccc(C(=O)c2ccccc2)cc1
 : -12 | -6
> COc1ccc2cc(-c3ccccc3)c(=O)oc2c1
 : -12 | -28
> c1csc(-c2cc3ccccc3[nH]2)c1
 : 11 | .
> Cc1[nH]c2cc([N+](=O)[O-])ccc2c1C=O
 : 13 | -1
> Cc1cc(NC(=O)c2cc(Cl)ccc2Cl)n(-c2nc3ccccc3s2)n1
 : -5 | -17
> O=C(O)c1cccc(N2C(=O)CSC2c2ccccc2[N+](=O)[O-])c1 (configuration not stated)
 : -4 | 4
> CC(=O)Nc1cccc(NC(=O)CCc2ccccc2)c1
 : -1 | -3
> Cc1c(C(=O)Oc2cccc(C(F)(F)F)c2)n(C)oc1=O
 : 1&-14 | .
> Cc1cccc(OCCCN2CCCCC2)c1C
 : -6 | -3
> COc1ccc(OC)c(NC(=O)C2CCCN(C(=O)c3cc(C)cc(C)c3)C2)c1 (configuration not stated)
 : -5 | 20

# (list continues)
# Every second line gives: Pf apPOL block | mHTT-CaM PPI inh
> CCOc1ccc(CC(=O)NCCC(O)C(C)(C)C)cc1 (configuration not stated)
 : -5 | -2
> O=C(NN=Cc1ccc(Cl)cc1Cl)C(=Cc1cccs1)NC(=O)c1ccccc1
 : -2 | .
> Cc1cc(C)c(C)c(S(=O)(=O)NCc2ccccn2)c1C
 : -1 | -5
> C=CCn1c(SCc2ccc(C(=O)NCCO)cc2)nc2sc3c(c2c1=O)CCCC3
 : 0 | 16
> Cc1ccc(OCC(=O)Nc2cc(Cl)ccc2Cl)cc1
 : 0 | -10
> Cn1cc(C2=CCN(C(=O)NC(C)(C)C)CC2)c2cccnc21
 : -3 | 12
> Cc1ccc(NC2=C(N3CCCCC3)C(=O)c3ccccc3C2=O)cc1
 : 5 | 68*
> CC(=O)Nc1ccccc1NC(=O)c1ccc(Cl)c(Cl)c1
 : -6 | 3
> COc1cccc(CCC(=O)N2CCC(c3noc(-c4cccc(OC)c4)n3)CC2)c1
 : -3 | 5
> O=C1C(=O)N(c2nccs2)C(c2ccccc2F)C1=C(O)c1ccc([N+](=O)[O-])cc1 (configuration not stated)
 : 1 | 6
> Cc1cccc(-n2nc(C)c3sc(N4CCCN(C(=O)c5cnccn5)CC4)nc32)c1
 : 15 | 23
> CC(C)(Oc1ccc(Cl)cc1)C(=O)NCCc1ccccc1
 : 0 | -38
> O=C(NCc1ccc2c(c1)OCO2)C(=O)NCC(O)c1ccc(C(F)(F)F)cc1 (configuration not stated)
 : -8 | -14
> O=[N+]([O-])c1cccc(C=Cc2ccccn2)c1
 : -1 | .
> CC(C)(C)n1ncc2c(=O)n(NC(=O)c3c(F)cccc3F)cnc21
 : -8 | 5
> CCn1c(C2CCN(C(=O)c3ccc(C)s3)C2)nc2cccnc21 (configuration not stated)
 : -7 | 0
> Cc1ncc(CO)c2cc(C(=O)Nc3ccc(F)cc3F)c(=Nc3ccc(F)c(Cl)c3)oc12
 : 48 | -2
> COc1ccc2c(c1)CC(CNC(=O)c1cc(Cl)ccc1F)O2 (configuration not stated)
 : -1 | 5
> CC1(C)C(C=C(Cl)Cl)C1C(=O)Nc1ccccc1[N+](=O)[O-] (configuration not stated)
 : -3 | 56*
> CCCCN(C)CCNS(=O)(=O)c1cc(Br)cc2c1N(C(=O)C1CC1)CC2
 : 1 | 1

# Compound profiles, from the list above.
# `COc1ccc2cc(-c3ccccc3)c(=O)oc2c1` across the screens: Pf apPOL block: -12; mHTT-CaM PPI inh: -28
# `O=[N+]([O-])c1c(NCCCO)cc(Nc2ccc(F)cc2)c2nonc12` across the screens: Pf apPOL block: 4; mHTT-CaM PPI inh: 7

# Other compounds follow.
# Every second line gives: Pf apPOL block | mHTT-CaM PPI inh
> C=CCc1ccc(Oc2ccc([N+](=O)[O-])cn2)c(OC)c1
 : -4&-8 | .
> CCN(CC)CC(O)COc1ccc(Br)cc1 (configuration not stated)
 : 8 | -2
> CCC(=Nc1ccc(C)cc1)C1=C(O)CC(c2ccccc2)CC1=O (configuration not stated)
 : 0 | 0
> Cc1ccc(C(=O)N2CCN(c3ccccc3F)CC2)cc1S(=O)(=O)N1CCCC1
 : -2 | 11
> CCc1cccc(C)c1-n1nnnc1C1(N2CCOCC2)CCCC1
 : 2 | -7
> Cc1oc2cc(O)ccc2c(=O)c1Oc1ccccc1Br
 : -3 | 3
> COc1ccc(C2=NN3C(C2)c2cc(Cl)ccc2OC3c2ccncc2)cc1OC (configuration not stated)
 : -1 | 45
> Cc1sc2cc(C(=O)Nc3ccc(F)c(F)c3)[nH]c2c1CN1CCOCC1
 : 1 | -5
> CCC(=O)N1CCc2cc(Br)cc(S(=O)(=O)CCC(=O)N3CCCCC3C)c21 (configuration not stated)
 : 6 | 1
> Cc1ccc(-c2nc(-c3ccc4nncn4c3)no2)cc1
 : 1 | 4
> CCc1nnc(NS(=O)(=O)c2ccc(NC(=O)c3cc(Cl)ccc3OC)cc2)s1
 : 4 | 17
> O=C(Cc1ccsc1)N1CCN(c2nc(CN3CCCCC3)cs2)CC1
 : -1 | 24
> O=C(C=Cc1ccc2c(c1)OCCCO2)c1cc([N+](=O)[O-])ccc1O
 : 0 | 26
> CCc1cccc(CC)c1NC(=O)c1ccncc1
 : -1 | 1
> Cc1ccccc1Cn1c(=O)n(CCCC(=O)NCc2ccco2)c(=O)c2sccc21
 : 1 | 7
> Cc1ccc(S(=O)(=O)Oc2cccc3cccnc23)cc1
 : 8&-3 | .
> COc1cc([N+](=O)[O-])ccc1-c1ccc(C(=O)Nc2ccc(N3CCCCC3)cc2)o1
 : -5 | 51*
> COc1cccc(C2C(C(=O)Nc3ccccc3)=C(C)Nc3nnnn32)c1OC (configuration not stated)
 : 1 | 8
> c1csc(-c2nc3ncccn3c2Nc2ccc3c(c2)OCCO3)c1
 : -6 | 9
> CCSc1nnc(-c2ccc(Cl)cc2)c2ccccc12
 : -4 | -1
> COc1ccc(C2CC(c3ccc(C)cc3)Nc3ncnn32)cc1 (configuration not stated)
 : -4 | 1
> Cn1nnc2c(N3CCN(Cc4ccc5c(c4)OCO5)CC3)ncnc21
 : -7 | 14
> Cn1cnc(S(=O)(=O)NCCC2CCN(C(=O)c3ccc(F)cc3)CC2)c1
 : -2 | 30
> Cc1cc(C)n(-c2nc(-c3ccccc3)cc(-c3ccccc3O)n2)n1
 : -4 | 29
> COc1ccc(CCC(=O)N2CCCC(COCc3ccccc3)C2)cc1 (configuration not stated)
 : -10 | 7
> CC1=NN(c2ccccc2)C(=O)/C1=C/C=C/C=C/N(C)C
 : -4 | 39
> CC1(C(=O)O)CCC(C(=O)Nc2cccc(C(=O)O)c2)C1(C)C (configuration not stated)
 : 3 | -7
> COCCCNC(=O)C1CCN(Cc2ccc(C)o2)CC1
 : -3 | 1
> COc1ccc(C2CCCN2C(=O)c2ccc(OC)c(OC)c2)cc1 (configuration not stated)
 : -6 | 1
> N#CC(=CNc1ccc2c(c1)C(=O)OC2)C(=O)c1ccc(Cl)cc1
 : -14&-16 | .
> O=c1c2cccc3c2c(nn1CN1CCOCC1)-c1ccccc1-3
 : 0 | 4
> Cc1cc(C(=O)O)c(CSCc2cc(C(=O)O)c(C)o2)o1
 : . | 0
> COc1ccc(OC)c(C2=NOC(C(=O)NCC(C)C)C2)c1 (configuration not stated)
 : -4 | -8
> Cc1ccccc1C(=O)Nc1ccccc1CO
 : -2 | -5
> CC(NC(=O)c1csc2c1CCCCC2)c1ccccc1 (configuration not stated)
 : 2 | -8
> Cc1ccccc1NC(=O)c1cc(C(=O)Nc2ccccc2C)n(C)n1
 : 1 | -8
> COc1ccc2cc3cc(C(=O)Nc4ccc(C)c(F)c4)oc3nc2c1
 : -5 | 2
> CCCS(=O)(=O)c1cscc1NC(=O)c1c(-c2c(F)cccc2Cl)noc1C
 : -6 | .
> CCN(Cc1ccccc1)S(=O)(=O)c1ccc(F)c(C(=O)Nc2cc(C)ccc2OC)c1
 : 31 | -4
> Cn1c(Cn2c3ccccc3c3ccccc32)nnc1SCC(=O)O
 : -7&-10 | .
> CC(C)S(=O)(=O)c1ccc(CC(=O)Nc2ccc3c(c2)CCC(=O)N3)cc1
 : -5 | -7
> CNC(=O)c1cc2n(n1)CCCN(Cc1cccc(F)c1)C2=O
 : 2 | 4
> CC1CCCCC1NS(=O)(=O)c1cc(Br)cc2c1N(C(=O)C1CC1)CC2 (configuration not stated)
 : 2 | 12
> COc1cc(S(=O)(=O)NCCC23CC4CC(CC(C4)C2)C3)c(C)cc1C
 : 3 | -4
> CCc1nnc(CC)n1N
 : . | -7
> COc1cccc(CC(=O)NNC(=O)c2ccc(-c3cccs3)s2)c1
 : -2 | .
> CN(CCCC(=O)O)c1nc(-c2ccc(Br)cc2)cs1
 : 3 | 12
> O=C(CCCc1ccccc1)Nc1ccc2c(c1)OCCO2
 : 2 | -3
> COc1cnn(-c2cccc(C)c2)c(=O)c1Cl
 : 4 | -9

# Bioassay records from PubChem BioAssay.
